# PNC inhibitor = perinucleolar compartment assembly inhibition; activity change (PNC), negative = inhibition, % at 10 µM; AID 2417; 140,000 tested, 3.1% active; PC3M PTB-GFP, PNC prevalence imaging, 16 h; hits give low values;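 active = readout at or below -70, meaning at least 70% loss of cells showing the perinucleolar compartment, a nuclear body marking cancer cells; inconclusive = readout between -30 and a set limit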;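 note: plate controls were DMSO wells for no effect and camptothecin positive control wells for full effect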
#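 Compounds are pinned in duplicate onto adhered PC3M cells stably expressing GFP-tagged PTB and incubated 16 h at 37 C. Cells are then fixed, nuclei stained with Hoechst, and PNC-positive cells counted.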
# 12-hLO inh = 12-hLO (ALOX12) enzyme inhibition; P18054; purified 12-hLO, xylenol orange hydroperoxide absorbance; Potency, µM (doses to about 57.1 µM), without a hit: at the highest dose activity change, negative = inhibition, actives largely listed as inhibitors; 150,000 tested, 0.12% active; AID 1452; note: potency is the fitted concentration of half-maximal effect; nearly all actives have a fitted effect of over 55% in size; many of its hits are not listed in these tables
#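 Hydroperoxide formation by human 12-lipoxygenase from 40 uM arachidonic acid was followed colorimetrically via ferric-xylenol orange complex, using the 573/405 nm absorbance ratio. Enzyme concentration was 150 nM, with 30 min reaction at room temperature.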
# 15-hLO-2 inh = blocks human 15-lipoxygenase 2 activity. purified 15hLO-2, xylenol orange hydroperoxide absorbance. Potency, µM (top dose mostly 57.1 µM), inactives show at the highest dose activity change, negative = inhibition, hits mostly inhibitors. 110,000 tested, 0.56% active. AID 881; note: potency is the fitted concentration of half-maximal effect; nearly all actives have a fitted effect of over 60% in size; many of its hits are not listed in these tables
# Target sequence (O15296 whole entry, looked up): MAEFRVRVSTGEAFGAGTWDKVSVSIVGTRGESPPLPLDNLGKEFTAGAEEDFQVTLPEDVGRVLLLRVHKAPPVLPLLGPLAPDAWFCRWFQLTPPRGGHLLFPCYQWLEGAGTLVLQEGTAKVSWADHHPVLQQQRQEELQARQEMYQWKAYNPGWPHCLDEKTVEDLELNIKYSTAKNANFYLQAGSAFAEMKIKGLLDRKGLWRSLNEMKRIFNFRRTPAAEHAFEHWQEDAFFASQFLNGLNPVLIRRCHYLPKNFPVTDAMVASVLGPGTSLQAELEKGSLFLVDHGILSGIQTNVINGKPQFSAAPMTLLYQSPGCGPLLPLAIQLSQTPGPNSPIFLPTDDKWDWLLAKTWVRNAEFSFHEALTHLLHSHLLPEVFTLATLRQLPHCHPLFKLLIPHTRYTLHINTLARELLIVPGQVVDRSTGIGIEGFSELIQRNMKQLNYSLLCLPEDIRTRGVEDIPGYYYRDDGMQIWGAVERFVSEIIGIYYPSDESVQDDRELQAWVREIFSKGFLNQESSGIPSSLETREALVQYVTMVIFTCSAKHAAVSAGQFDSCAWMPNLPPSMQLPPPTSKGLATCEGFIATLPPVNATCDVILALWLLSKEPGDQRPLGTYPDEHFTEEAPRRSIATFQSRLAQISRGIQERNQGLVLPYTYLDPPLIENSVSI
#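 Screening format was qHTS against 50 nM purified 15hLO-2 in Hepes pH 7.5 with detergent. Activity follows hydroperoxide formation from 45 uM arachidonic acid, measured as 573:405 nm absorbance ratio of the ferric-xylenol orange complex.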
# IMPase cell inh = IMPase inhibition in cells; CHO-M1 cells, IP1 accumulation, HTRF TR-FRET ratio; P97697; inhibition (IP1 accumulation), % at 46.1 µM; 120,000 tested, under 10 active; active = well fitted curve in the direction sought with a large enough effect in the signal ratio, not every such curve was filed as active; inconclusive = small, poorly fitted or top-dose-only effect, or a change in a side signal; inactive = no such curve, though single readings can be large or run the other way; the % refers to the signal ratio;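 note: cells stimulated with carbachol in lithium chloride buffer; plate controls were DMSO basal wells for no effect and reference inhibitor wells for full effect; higher means more IMPase inhibition seen as more IP1 and lower FRET ratio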
# Target sequence (P97697 whole entry, looked up): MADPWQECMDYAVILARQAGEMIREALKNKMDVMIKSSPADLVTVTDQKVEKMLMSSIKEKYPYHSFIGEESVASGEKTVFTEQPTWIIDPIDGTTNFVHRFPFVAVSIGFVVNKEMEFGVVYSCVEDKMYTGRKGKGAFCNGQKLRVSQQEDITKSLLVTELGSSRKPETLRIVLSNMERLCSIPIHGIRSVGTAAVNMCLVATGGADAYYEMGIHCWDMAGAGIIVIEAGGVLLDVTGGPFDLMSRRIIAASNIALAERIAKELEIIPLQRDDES
#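 CHO-M1 cells (CHO stably expressing M1 receptor), compound up to 46 uM final, stimulated with carbachol (50 uM as added) in buffer with 50mM LiCl, pH 7.4, 30 min at 37C. Cytosolic IP1 read by TR-FRET; AC50 from Hill fits.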
# An asterisk follows results filed as active; ? = inconclusive; / = not tested or not shown; [ ] = another dose, or the depositor's remark. Unless noted, calls come from the whole dose curve; as a rule, active = well fitted curve in the direction sought with a large enough effect; inconclusive = small, poorly fitted or top-dose-only effect, or another doubt; inactive = no such curve, though single readings can be large; an effect the other way counts as inactive or inconclusive. Unless noted, % is set by controls: 0 for no effect and ±100 for the full control effect.
SMILES,PNC inhibitor,12-hLO inh,15-hLO-2 inh,IMPase cell inh
CC(=O)C1=C(O)C(=O)N(CCCn2ccnc2)C1c1ccc(C)cc1 (stereo not drawn),7,3%,6%,-3
O=C(CCCn1c(=S)[nH]c2ccc(Br)cc2c1=O)NCC1CCCO1 (stereo not drawn),15,3%,-4%,-2
c1c2c(cc3sc(N4CCOCC4)nc13)OCCO2,?,-2%,1%,7
C=CCNCc1cccn1-c1ccccc1,-8,-12%,-9%,-3
CCOc1ccc(NC(=O)CN2CC(c3ccccc3)CC2=O)cc1 (stereo not drawn),34,-4%,-3%,-5
COc1ccc(-n2c(Cc3cccn3C)nnc2SCC(=O)Nc2nccs2)cc1,-114*,-2%,/,-4
CCCCNC(=S)NNC(=O)c1csc(CC)c1,41,-6%,/,?
COc1ccc(Cl)cc1N1C(=O)C2CCCN2C1c1cccc(F)c1 (stereo not drawn),36,2%,7%,0
c1ccc(Cn2nnc3c(NCc4ccc5c(c4)OCO5)nc(C4CC4)nc32)cc1,-23,-2%,-21%,4
O=C(NNc1cccc(Cl)n1)Nc1ccccc1Cl,70,0%,-26%,-3
COc1cc(NC(=S)NC(=O)c2ccccc2C)ccc1NC(=O)c1cccs1,?,?,?,-7
Cn1cc(S(=O)(=O)N2CCN(c3ccccc3)CC2)c(=O)n(C)c1=O,-6,2%,-2%,2
COC(=O)N1CC=CC1(C)C(=O)NCc1ccc(C)o1 (stereo not drawn),/,0%,24%,/
CCC1CCCCN1C(=O)c1cccc(S(=O)(=O)Nc2cc(C(F)(F)F)ccc2Cl)c1 (stereo not drawn),?,0%,/,/
O=C1CCCC(O)=C1N=Nc1ccc2c(c1)OCO2,-16,-6%,/,3
C[C@]12CC[C@@H]3c4ccc(OS(=O)(=O)O)cc4CC[C@H]3[C@@H]1CCC2=O,22,-1%,/,/
COc1ccc2nc(NC(=O)Cc3cccs3)sc2c1,?,-11%,-19%,0
CCC1CCc2c(sc(NC(=O)C3CC=CCC3C(=O)O)c2C#N)C1 (stereo not drawn),8,-4%,/,/
COc1cc(OC)c(CN2CCCCCCC2)cc1Br,-25,-3%,-6%,10
N/C(=N\OC(=O)CC1CCCCC1)c1cccc([N+](=O)[O-])c1,16,-2%,/,/
CCCC(c1nnnn1Cc1ccco1)N1CCN(c2cc(Cl)ccc2C)CC1 (stereo not drawn),-21,-11%,-2%,15
O=C(NC(=S)Nc1ccc(C(=O)N2CCOCC2)cc1)c1ccc([N+](=O)[O-])cc1,?,-6%,?,-5
CCNS(=O)(=O)c1ccc2nc(NC(=O)c3cccnc3)sc2c1,24,-5%,-5%,4
COc1ccc(/C=C2/CC/C(=C\c3ccc(OC)c(OC)c3OC)C2=O)c(OC)c1OC,?,0%,/,/
CCSc1nnc(NC(=O)COc2ccccc2)s1,22,4%,-2%,-5

# By substructure, the compounds so far with a Cl atom (four)
SMILES,PNC inhibitor,12-hLO inh,15-hLO-2 inh,IMPase cell inh
COc1ccc(Cl)cc1N1C(=O)C2CCCN2C1c1cccc(F)c1 (stereo not drawn),36,2%,7%,0
O=C(NNc1cccc(Cl)n1)Nc1ccccc1Cl,70,0%,-26%,-3
CCC1CCCCN1C(=O)c1cccc(S(=O)(=O)Nc2cc(C(F)(F)F)ccc2Cl)c1 (stereo not drawn),?,0%,/,/
CCCC(c1nnnn1Cc1ccco1)N1CCN(c2cc(Cl)ccc2C)CC1 (stereo not drawn),-21,-11%,-2%,15

# (further entries)
SMILES,PNC inhibitor,12-hLO inh,15-hLO-2 inh,IMPase cell inh
CN(C1CCCCC1)S(=O)(=O)c1ccc(C(=O)O)cc1,?,5%,0%,6
CCN(CC)CCNC(=O)CCc1n[nH]c(=O)c2ccccc12,-24,-3%,5%,11
CCOc1ccc(C2N(c3cc(Cl)ccc3OC)C(=O)C3CCCN32)cc1OC (stereo not drawn),19,-2%,-3%,1
CCc1ccccc1NC1=NCC(=O)N1Cc1ccc(OC)cc1,0,-3%,-5%,7
CC1(C)CSC(=S)N1S(=O)(=O)c1ccccc1,?,0%,-18%,0
CC/C(O)=C1\C(=O)CC(c2ccccc2)CC1=NCCc1c(C)[nH]c2ccc(C)cc12 (stereo not drawn),-14,0%,/,/
O=C(c1cccnc1Nc1ccc2c(c1)CCC2)N1CCOCC1,?,-4%,0%,7
CCOC(=O)/C(C#N)=C/c1c(Oc2cc(C)cc(C)c2)nc2ccccn2c1=O,15,2%,/,-6
Cc1ccc2oc(=O)c3cnn(CC(=O)NC4CCC(C)CC4)c3c2c1 (stereo not drawn),32,-3%,-28%,7
O=C1CCCC2=C1C1c3ccccc3C(=O)N1c1ccc(C(=O)c3ccccc3)cc1N2 (stereo not drawn),-19,-8%,/,-7
COC(=O)CN1C(C)=Nc2ccc(Br)cc2C1c1ccccc1 (stereo not drawn),1,5%,22%,16
COCC(=O)Nc1nc2n(n1)C(c1ccc(Cl)cc1)CC(c1ccc(OC)cc1)N2 (stereo not drawn),?,3%,22%,-3
COc1ccc(-c2nc3c(c(=O)c4ccccc4n3C)c(=O)n2Cc2ccccc2)cc1,-16,0%,/,/
COc1ccc(N(CC(=O)N2CCc3ccccc3C2)S(=O)(=O)c2c(C)nn(C)c2C)cc1,-8,-3%,-4%,5
COC(=O)C1C2C=CC3(CN(C(C)c4ccc(OC)cc4)C(=O)C13)O2 (stereo not drawn),9,4%,-3%,-8
CC1(c2ccc(OC(F)F)cc2)NC(=O)N(CC(=O)NC2CCCCC2)C1=O (stereo not drawn),-7,0%,0%,1
O=C(Nc1ccc(Nc2ccccc2)cc1)N1CCOCC1,-29,-8%,-24%,9
N#CCCN(CC(=O)O)S(=O)(=O)c1ccccc1,?,-3%,-1%,-9
COc1cccc(N2CCN(c3ncnc4c3[nH]c3ccccc34)CC2C)c1 (stereo not drawn),?,-10%,/,7
CCN(CC)S(=O)(=O)c1ccc(C(=O)OCC(=O)Nc2sc3c(c2C#N)CCCCC3)cc1,29,0%,/,/
N#C/C(=C\c1ccc(Cl)cc1)c1nc2ncccc2[nH]1,-18,-4%,-11%,-1
Cc1cc(NC(=O)c2ccco2)ncc1NC(=O)Cc1ccccc1,5,1%,3%,9
Cc1ccc(CNC(=O)CNS(=O)(=O)c2cccc3nsnc23)cc1,13,-2%,-6%,4
CNC(=O)c1ccsc1NC(=O)c1ccc(S(=O)(=O)N2CCCc3ccccc32)cc1,29,-5%,/,/
Cc1ccc(S(=O)(=O)NN2C(=O)/C(=C/c3ccccn3)SC2=S)cc1,-15,-1%,/,/

# Later entries.
SMILES,PNC inhibitor,12-hLO inh,15-hLO-2 inh,IMPase cell inh
Cc1c(Nc2cc(N3CCCCCC3)c3nonc3c2[N+](=O)[O-])c(=O)n(-c2ccccc2)n1C,?,-2%,-12%,5
O=C(Nc1c(C(=O)N2CCOCC2)cnn1-c1ccccc1)c1ccco1,26,-1%,1%,4
COc1ccc(-c2csc(NC(=O)c3ccco3)n2)cc1,?,-8%,/,?
Cc1cc(C)cc(N(CC(=O)NC2CCCCC2)C(=O)CCC(=O)Nc2cc(C)ccn2)c1,10,-4%,1%,2
O=C(NCc1cccs1)c1cccnc1C(=O)O,1,-4%,5%,-3
CC(=O)c1ccc(OCC(C)C)c(Cc2c(O)nc(N)[nH]c2=O)c1,-19,-5%,/,-6
CCCC[n+]1ccc(-c2nc3ccc([N+](=O)[O-])cc3[nH]2)cc1,-13,1%,/,/
NC(=O)CN1C(=O)C2CCCCN2C(=O)c2ccccc21 (stereo not drawn),?,-2%,-5%,6
CCOc1cccc2cc(C(N)=O)c(=NCc3ccccc3)oc12,21,-5%,8%,0
Clc1cccc(Cl)c1/C=N\Nc1nccs1,?,-1%,34%[activator],1
CCC(=S)/C=C1\Sc2ccc3ccccc3c2N1CCCS(=O)(=O)O,?,-26%,?,2
Cc1ccc(C(=O)NCc2ccc(Cl)cc2)o1,-21,8%,-9%,-3
O=C(Nc1ccccc1)c1ccc2nc(-c3ccco3)c(-c3ccco3)nc2c1,21,-29%,?,5
CC(C)NCc1cccc([N+](=O)[O-])c1,3,-13%,/,/
O=C(OCC(O)CN1CCCCC1)C12CC3CC(CC(C3)C1)C2 (stereo not drawn),-6,3%,23%,4
CCOC(=O)CSc1nc2ccccc2c(=O)n1-c1ccc(C(=O)NCCOC)cc1,-3,4%,-7%,7
COc1ccc(-c2nc(CS(=O)CC(=O)NCc3ccccn3)c(C)o2)cc1 (stereo not drawn),-20,0%,/,-9
CCOC(=O)C1CCCN(c2c(NCCCN(CC)c3cccc(C)c3)c(=O)c2=O)C1 (stereo not drawn),7,-4%,-11%,5
Cc1ccc(-c2nn(CCC#N)cc2C=C(C#N)C#N)cc1,20,0%,1%,9
CN1C(=O)C(C(=O)Nc2ccccc2F)c2ccccc21 (stereo not drawn),0,-1%,/,/
CCOc1cc(/C=N/n2cnnc2)c(Br)cc1O,39,-2%,-11%,1
Cc1nc2ccc(NC(=O)N3CCCCC3)cc2s1,50,-5%,-2%,-5
Cc1ccc(/C=C/C(=O)N2CCN(c3ncccn3)CC2)o1,-10,-5%,/,/
COc1ccccc1N1CCN(c2cc(=O)n(-c3ccc(Cl)cc3)c(=O)[nH]2)CC1,?,0%,-15%,4
O=C(COc1ccc2c(c1)OCO2)NC12CC3CC(CC(C3)C1)C2,?,4%,3%,12

# Next section
SMILES,PNC inhibitor,12-hLO inh,15-hLO-2 inh,IMPase cell inh
COC(=O)NCCOC(=O)N(O)c1ccc(Br)cc1,86,6%,-1%,1
O=C(c1ccc(COc2ccc(F)cc2)o1)n1cc(Br)cn1,5,-8%,/,14[0.0738 µM]
COCc1cc(=O)[nH]c(SCC(=O)Nc2ccccc2)n1,10,-2%,1%,-10
Cc1ccc(OCC(=O)c2cc(C)n(C3CC3)c2C)c([N+](=O)[O-])n1,0,-1%,/,-6
COc1ccc(CC(=O)c2ccc(OC)c(OC)c2)cc1,-13,-5%,/,/
COc1ccc(C)cc1NC(=O)CSc1nc(SC)ns1,7,-8%,3%,16
COc1ccc(/C=C/C(=O)OCc2cc(=O)n3c(n2)sc2ccccc23)cc1,-24,1%,/,?
CCOc1cccc(OCCOc2ccccc2[N+](=O)[O-])c1,37,-2%,-21%,4
Cn1c(Cc2ccccc2)nnc1SCc1ccc(C(=O)O)cc1,-11,1%,/,/
O=C(c1cc(=O)[nH]c2ccccc12)N1CCN(S(=O)(=O)c2ccc3ccccc3c2)CC1,-20,-7%,9%,12
Cc1ccc(NC(=O)c2cc(NC(=O)C3CC=CCC3C(=O)O)ccc2N2CCOCC2)cc1Cl (stereo not drawn),41,-4%,-3%,5
COc1ccc(C(C#N)(CCC#N)CCC#N)cc1OC,?,5%,-5%,0
Cc1cc(Br)c(NC(=O)COC(=O)CSc2nnc(-c3ccc(Cl)cc3)o2)c(Br)c1,14,-4%,/,/
CNc1ccc(OC(F)F)cc1C(=O)c1ccccc1,1,-3%,5%,2
COc1ccc2cc(C(=O)Nc3ccccc3)sc(=O)c2c1OC,1,-1%,/,/
O=C(NCC1CCCO1)c1csc2c1CCCC2 (stereo not drawn),-14,-6%,7%,4
O=C(CCc1nc2ccccc2c(=O)[nH]1)N1CCN(C/C=C/c2ccccc2)CC1,9,-16%,22%,11
COc1ccc([N+](=O)[O-])cc1NC(=O)CCCOc1ccccc1,?,1%,/,/
Cn1c(=O)c2c(nc(NCc3ccccc3)n2Cc2ccc(F)cc2)n(C)c1=O,29,4%,/,1
COC(=O)c1ccccc1C(=O)N1CCOCCN(C(=O)c2ccccc2C(=O)OC)CCOCC1,?,-4%,/,-9
Cc1ccc(NC(=O)c2ccc3ccccc3n2)nc1,-28,-3%,18%,-9
CC(C)NCCCOc1ccc(C(C)(C)c2ccccc2)cc1,42,-5%,-4%,6

# Single records, as listed above.
# `COc1cccc(N2CCN(c3ncnc4c3[nH]c3ccccc34)CC2C)c1` (stereo not drawn) across the screens: PNC inhibitor = ?; 12-hLO inh = -10%; 15-hLO-2 inh = /; IMPase cell inh = 7
# `CCC1CCCCN1C(=O)c1cccc(S(=O)(=O)Nc2cc(C(F)(F)F)ccc2Cl)c1` (stereo not drawn) across the screens: PNC inhibitor = ?; 12-hLO inh = 0%; 15-hLO-2 inh = /; IMPase cell inh = /
